From PubChem
USP7 inh = inhibitors of human USP7 deubiquitinase. Q93009. purified USP7, Ub-rhodamine cleavage fluorescence. inhibition, % at 20 µM. 0.3% of 47,000 active. AID 1645854
UCHL1 inh = blocks human UCHL1 ubiquitin-rhodamine cleavage. 0.2% of 47,000 active. purified UCHL1, Ub-rhodamine cleavage fluorescence. inhibition, % at 20 µM. P09936
USP8 block = inhibitors of human USP8 deubiquitinase. inhibition, % at 20 µM. 4.2% of 47,000 active. purified USP8, Ub-rhodamine cleavage fluorescence, 30 min. P40818
USP30 block = blocks human USP30 ubiquitin-rhodamine cleavage | Q70CQ3 | purified USP30, Ub-rhodamine cleavage fluorescence | inhibition, % at 25 µM | 5.3% of 47,000 active | AID 1645860
Target sequence (Q70CQ3 whole entry, looked up): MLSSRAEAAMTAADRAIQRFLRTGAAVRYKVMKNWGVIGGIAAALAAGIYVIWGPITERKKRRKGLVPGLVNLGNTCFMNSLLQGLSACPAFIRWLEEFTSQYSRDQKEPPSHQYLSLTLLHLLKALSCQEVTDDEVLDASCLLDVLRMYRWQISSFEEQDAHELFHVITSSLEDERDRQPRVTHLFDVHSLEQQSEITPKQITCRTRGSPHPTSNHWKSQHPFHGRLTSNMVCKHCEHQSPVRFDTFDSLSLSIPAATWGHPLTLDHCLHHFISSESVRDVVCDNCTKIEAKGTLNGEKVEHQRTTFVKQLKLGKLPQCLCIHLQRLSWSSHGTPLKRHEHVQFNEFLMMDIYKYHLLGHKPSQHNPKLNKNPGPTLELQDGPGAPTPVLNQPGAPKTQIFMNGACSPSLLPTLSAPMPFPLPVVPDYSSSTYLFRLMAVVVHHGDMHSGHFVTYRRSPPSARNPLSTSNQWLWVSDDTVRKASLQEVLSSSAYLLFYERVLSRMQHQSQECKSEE
USP17 inh = blocks human USP17 ubiquitin-rhodamine cleavage. 6.5% of 47,000 active. purified USP17, Ub-rhodamine cleavage fluorescence, 3 h. inhibition, % at 50 µM
USP28 inh = blocks human USP28 ubiquitin-rhodamine cleavage | Q96RU2 | purified USP28, Ub-rhodamine cleavage fluorescence, 30 min | inhibition, % at 25 µM | 3% of 47,000 active | AID 1645857
OTUD3 block = inhibitors of human OTUD3 deubiquitinase | purified OTUD3, Ub-rhodamine fluorescence, 2 h | inhibition, % at 25 µM | 0.7% of 47,000 active
Target sequence (Q5T2D3 whole entry, looked up): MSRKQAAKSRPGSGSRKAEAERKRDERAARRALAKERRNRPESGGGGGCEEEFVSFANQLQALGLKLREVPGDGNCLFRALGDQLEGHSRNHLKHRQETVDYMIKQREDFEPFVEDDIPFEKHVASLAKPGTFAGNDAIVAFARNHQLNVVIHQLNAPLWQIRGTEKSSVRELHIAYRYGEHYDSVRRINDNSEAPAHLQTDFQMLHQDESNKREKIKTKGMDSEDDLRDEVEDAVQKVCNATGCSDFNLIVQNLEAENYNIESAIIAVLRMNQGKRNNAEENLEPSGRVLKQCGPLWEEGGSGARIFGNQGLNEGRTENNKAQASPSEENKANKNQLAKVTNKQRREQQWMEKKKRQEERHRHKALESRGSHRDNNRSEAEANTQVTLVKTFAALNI
USP10 inh = human USP10 deubiquitinase inhibition. 1.1% of 47,000 active. AID 1645856. Q14694. inhibition, % at 20 µM. purified USP10, Ub-rhodamine fluorescence, 60 min
The depositor's hits bear a star; i = inactive; / = not tested or not shown. Rule as the data show it: active = inhibition above about 30%; inactive = the rest.

SMILES	USP7 inh	UCHL1 inh	USP8 block	USP30 block	USP17 inh	USP28 inh	OTUD3 block	USP10 inh
CCCn1c(=O)c2nscc2n(CC(=O)NCc2ccc(C)cc2)c1=O	-1.4	-3.0	8.3	42.3*	43.4*	18.2	4.3	2.0
COc1ccc(C2NC3=NCN(C(C)C)CN3c3nc4ccccc4n32)cc1 (stereo not drawn)	1.4	3.3	22.7	33.2*	12.1	12.0	19.8	1.6
COc1cc(OC)cc(C(=O)N2CCC3(C2)Nc2cccnc2NC3=NC2CCCC2)c1 (stereo not drawn)	-21.6	-21.8	-127.8	i	-158.6	-220.2	-219.7	-5.0
O=C(c1cncnc1)N1CCCC(c2ncc(Cc3ccccc3F)o2)C1 (stereo not drawn)	3.5	-1.0	-2.0	-18.2	-0.6	0.2	-6.6	-2.1
Cc1ccc(-c2cc3n(n2)CCCN(C(=O)c2ccccn2)C3)cc1	0.5	0.6	3.0	7.1	-0.5	0.0	5.3	-0.3
O=C(NCC1CCCO1)c1nc2c(s1)CCCN2c1ncccn1 (stereo not drawn)	9.7	5.5	5.6	/	4.7	/	-1.1	2.9
Cc1nc2ccccc2n1CCNC(=O)c1ccccc1Cl	1.6	0.0	3.3	6.8	4.0	-3.7	-1.3	0.4
CCOC(=O)C1(C(=O)OCC)Oc2ccc3ccccc3c2C1O (stereo not drawn)	-0.3	0.6	8.2	4.2	5.9	0.2	1.1	-2.0
Cc1ccccc1CS(=O)(=O)Cc1ccc(C(=O)Nc2noc3ccccc23)o1	2.5	2.4	13.7	18.7	48.3*	8.1	11.2	5.7
O=C(NCc1ccccc1F)c1cnc2sccn2c1=O	-3.0	-7.0	-3.7	-10.2	-11.3	-5.9	-10.8	-0.7
CCc1ccc2c(c1)[C@]1(C(=O)N2)N2CCC[C@H]2[C@@H](C(=O)c2ccco2)[C@]12C(=O)Nc1ccccc12	-2.4	-0.2	-13.6	-75.9	-14.3	-23.6	-26.6	-5.2
O=C(COc1ccccc1)Nc1cnc(-c2cccnc2)nc1	-1.3	-0.2	0.5	13.9	0.5	6.6	8.4	-1.9
CN1CCc2nc(N3CCN(C(=O)CCc4ccccc4)CC3)sc2C1	-1.2	-3.0	0.3	-16.2	-21.6	-6.1	-6.3	-3.3
CCOC(=O)c1ccc(NC(=O)Cn2cnc3scc(-c4ccc5c(c4)CCCC5)c3c2=O)cc1	-2.2	-2.7	-7.0	-16.7	17.3	-15.4	-22.0	-0.5
COCCN1C(=O)c2ccccc2C(C(=O)N2CCCCC2)C12CCCCC2 (stereo not drawn)	4.7	-0.1	-2.8	-0.1	-2.4	4.8	2.1	-1.3
COc1ccc(NC(=O)CN2CCN(c3ccc(C(C)=O)cc3)CC2)cc1S(=O)(=O)N1CCCCC1	0.4	4.5	6.1	53.8*	36.1*	9.9	-0.5	1.2
O=C(Nc1cccc(S(=O)(=O)N2CCCC2)c1)c1ccc(OCC2CCCO2)cc1 (stereo not drawn)	-6.5	-1.1	11.1	19.3	10.2	35.6*	0.1	6.4
CC1(C)Cc2cccc(OCC(=O)NCC(F)(F)F)c2O1	0.2	0.0	5.1	26.8	4.4	4.4	7.5	1.2
COc1ccccc1OCC(=O)Nc1cccc(N2CCCS2(=O)=O)c1	-2.5	-2.5	-7.2	-27.3	-32.4	-10.5	-13.4	-3.9
COc1ccc(Nc2cc(C(=O)N3CCC4(CC3)OCCO4)c3ccccc3n2)cc1	3.3	1.1	4.0	-3.5	/	0.0	1.4	-0.6
Cc1nc(C2CN(C(=O)c3cnc4ccccc4c3)CCO2)cc(=O)[nH]1 (stereo not drawn)	2.0	2.7	8.0	15.4	9.6	14.8	13.5	-0.1
CCn1nnc2c(N3CCN(c4ccc(F)cc4)CC3)ncnc21	-16.1	0.4	-2.2	/	-6.3	/	1.6	-0.2
Cc1cccc2[nH]c3c(N4CCN(c5ccc(F)cc5)CC4)ncnc3c12	6.0	7.0	1.6	-22.7	11.2	-0.2	-3.9	6.3
CC(Oc1ccc(Cl)cc1)C(=O)N[C@@H](C)c1nnc2ccccn12 (stereo partly drawn)	3.4	-0.8	1.3	2.6	12.5	-1.0	6.0	0.6
O=C(Nc1ccccc1)c1ccnc(Nc2ccc(F)cc2)c1	-5.8	0.0	40.3*	7.4	30.2*	9.1	2.1	1.0

Records listed above marked active in USP8 block:
SMILES	USP7 inh	UCHL1 inh	USP8 block	USP30 block	USP17 inh	USP28 inh	OTUD3 block	USP10 inh
O=C(Nc1ccccc1)c1ccnc(Nc2ccc(F)cc2)c1	-5.8	0.0	40.3*	7.4	30.2*	9.1	2.1	1.0

Later entries
SMILES	USP7 inh	UCHL1 inh	USP8 block	USP30 block	USP17 inh	USP28 inh	OTUD3 block	USP10 inh
O=C1CCCC[C@@H]2[C@H](C[C@@H](Cc3ccc(F)cc3)N2C(=O)c2cnccn2)N1	0.0	-1.3	1.6	3.8	2.5	-0.1	5.3	-0.1
CC1CS(=O)(=O)N(c2ccc(C(=O)N3CCCc4ccccc43)cc2)C1=O (stereo not drawn)	0.2	-0.1	-2.0	6.4	6.3	11.9	17.4	-2.5
CCCN1CCN(C(=O)c2cnc3sc4c(n3c2=O)CCC4)CC1	-5.2	2.0	0.0	-30.4	-32.9	0.2	8.0	-0.3
CCN1CCN(C2=NCCN2S(=O)(=O)c2ccc(C)c(C)c2)CC1	-0.4	-1.3	1.9	-49.5	-8.8	-0.6	-5.6	-1.3
COc1ccc(CNC(=O)Cn2c(=O)cc(-c3ccccc3)c3c(C)nn(-c4ccccc4)c32)cc1	3.6	2.6	16.4	30.6*	19.2	14.0	12.3	3.1
NS(=O)(=O)c1ccc(CCNC(=O)C(=O)c2cn(CC(=O)N3CCCCC3)c3ccccc23)cc1	-0.7	1.1	-1.7	-143.1	-44.7	-40.4	-23.7	1.4
COc1ccc(CCN2Cc3cc4ccccc4nc3OC2=O)cc1	2.3	-0.4	5.0	7.2	0.1	5.0	0.0	2.5
Cc1noc(C)c1C(=O)N1CCCCC1c1ccn2nccc2n1 (stereo not drawn)	3.3	0.0	8.3	16.8	5.2	4.6	10.4	0.1
Cc1cc(C(=O)N2C[C@H](OCc3csc(C)n3)[C@H]3COC[C@H]32)no1	1.6	-0.8	-42.0	-0.4	-12.3	-0.1	-1.2	0.1
Cc1noc(C2CN(C(=O)NC3CCCCC3)CC23CCOCC3)n1 (stereo not drawn)	1.7	-2.1	-6.7	-9.6	-15.7	-12.2	-2.2	2.5
Cc1cccc(C)c1OCC(=O)NCC(c1ccco1)N1CCCC1 (stereo not drawn)	-2.0	1.9	16.9	11.6	-1.2	8.7	15.9	-3.6
O=S(=O)(c1ccc2c(c1)OCCO2)N(Cc1ccccc1)Cc1nnc(-c2ccccc2)o1	9.3	5.6	14.8	74.3*	/	23.4	21.5	2.7
CCn1c(SCC(=O)N2CCCC2)nnc1-c1ccc2c(c1)OCCCO2	-5.1	-3.2	-12.3	3.5	-3.0	-1.6	-0.1	-0.2
COc1cccc(-c2nnc(-c3ccccc3NS(=O)(=O)c3ccc(Cl)cc3)o2)c1	4.5	-1.0	15.0	-13.0	0.2	-11.7	-3.9	11.3
O=C(Nc1ccc(S(=O)(=O)N2CCCC2)cc1)c1ccccc1-n1cnnn1	-1.2	-1.7	-2.3	-0.1	-0.3	-10.6	-8.7	3.3
O=C(Nc1cccc(Br)c1)NC1CCS(=O)(=O)C1 (stereo not drawn)	2.6	0.7	1.5	16.1	-1.9	-1.4	-3.5	-0.3
CN(C)C(=O)CN1[C@H]2CCN(C(=O)C3CCC3)CC[C@@H]2Oc2ccccc2S1(=O)=O	0.0	-5.5	-0.9	-0.5	-11.8	-3.7	-10.0	-1.4
COc1ccc(C(O)Cc2nc3ccccc3n2Cc2ccc(Cl)cc2)cc1 (stereo not drawn)	-138.5	2.5	16.3	23.4	19.9	14.0	5.5	1.2
O=C(CCn1cccn1)N1CCCC(c2[nH]c3ccccc3c2-c2ccncc2)C1 (stereo not drawn)	6.8	2.4	7.5	-23.4	-5.5	-0.9	-5.5	0.0
COc1ccc(C(=O)N2CCCC(c3ccn[nH]3)C2)cn1 (stereo not drawn)	5.0	-1.2	-0.3	7.0	-2.2	-6.7	-2.4	1.8
Cc1cccc(NC(=O)c2ncn3c2CN(C)S(=O)(=O)c2ccccc2-3)c1	4.2	5.1	12.0	14.3	6.5	22.4	14.1	1.2
Cc1ccc(C)c(NC(=O)c2cn(-c3ncccc3-c3nc(C)no3)cn2)c1	-2.9	-0.6	-9.9	-0.3	-5.6	-2.7	-3.8	-1.6
CC(=O)Nc1cccc(NC(=O)COc2cccc3ccc(N4CCCC4)nc23)c1	3.1	6.2	6.1	14.9	53.4*	14.8	-2.9	4.8
COc1cc(-c2c(NC(=O)c3ccc([N+](=O)[O-])cc3)n(C)c3ccccc3c2=O)cc(OC)c1OC	4.1	2.0	-36.8	30.8*	21.8	11.6	14.3	0.6
Cc1c(C(=O)N2CCOCC2)cnn1-c1cc(-c2nc(C(C)C)no2)ccn1	1.8	1.4	12.0	13.7	4.7	11.6	10.8	0.3

The list goes on.
SMILES	USP7 inh	UCHL1 inh	USP8 block	USP30 block	USP17 inh	USP28 inh	OTUD3 block	USP10 inh
COc1cccc(NC(=O)Nc2ccc(CCc3nc4ccccc4[nH]3)cc2)c1	3.7	7.8	-10.8	8.3	41.9*	66.2*	-4.0	13.1
Cc1cc(N2CCCC2c2nccnc2-c2nccn2C)ncn1 (stereo not drawn)	5.5	-0.2	14.7	1.6	9.1	4.8	12.9	-2.9
CC1(C)CCCN(C(=O)CN2CCC3(CCC2=O)CNC(=O)c2ccccc2O3)C1 (stereo not drawn)	-1.2	-4.5	0.8	-2.4	4.8	-8.1	-6.3	-0.9
Cc1nc(C2CCCCN2)nc2c1CCCN2Cc1ccccn1 (stereo not drawn)	-0.2	-4.1	-3.4	-2.0	-7.5	-7.9	-0.1	-0.8
COc1ccc(C(=O)N2C[C@H]3C[C@H]4[C@](C2)(CN(CC(C)C)S4(=O)=O)O3)cc1	1.5	1.5	-0.9	15.1	3.6	1.3	6.6	-0.1
O=[N+]([O-])c1ccc(-c2nc(NCCCN3CCOCC3)c3ccccc3n2)cc1	-45.5	6.4	-78.0	-4.8	0.0	10.2	4.9	0.0
CC1C(=O)N2CCCc3cc(NC(=O)c4ccc(F)cc4)cc1c32 (stereo not drawn)	3.1	1.6	18.1	-7.1	12.6	16.1	7.7	-7.4
Cc1cc(C(=O)N2CC(C(=O)Nc3ccc4c(c3)OCCO4)C2)no1	-4.3	-3.8	-70.5	-34.9	-23.5	4.7	-9.1	-3.2
FC(F)(F)c1cnc(-n2cnc(-n3cccc3)n2)c(Cl)c1	3.8	1.8	26.2	-23.0	26.8	10.8	5.7	-4.7
CCOc1cc(CNC(=O)CCC(=O)N2Cc3cccn3-c3ccccc32)ccc1OC	2.3	3.6	6.1	-31.3	-7.0	4.3	-1.1	-2.5
CC(=O)Nc1ccc(NC(=O)c2sccc2Oc2ccc([N+](=O)[O-])cc2)cc1	0.2	1.6	-37.3	12.4	0.6	0.0	4.0	-0.8
COc1ccc(CSc2nc3ccncc3[nH]2)cc1	1.8	-2.0	1.2	/	-6.6	/	-4.1	-0.7
Cc1cc(C)cc(N2C(N)=NC(N)=NC2c2ccccc2F)c1 (stereo not drawn)	-0.2	2.2	26.3	36.9*	17.4	13.2	-82.0	0.8
O=C1Cc2ccccc2C(=O)N1Cc1cccc(Cl)c1	-40.2	1.8	88.4*	-73.6	16.7	-58.5	-75.3	0.8
Cc1ccc(NC(=O)CCOc2ccccc2)cc1S(=O)(=O)Nc1ccccc1Cl	-58.8	5.5	14.2	30.4*	39.7*	23.2	6.5	30.4*

Structures above that contain a Cl atom:
SMILES	USP7 inh	UCHL1 inh	USP8 block	USP30 block	USP17 inh	USP28 inh	OTUD3 block	USP10 inh
Cc1nc2ccccc2n1CCNC(=O)c1ccccc1Cl	1.6	0.0	3.3	6.8	4.0	-3.7	-1.3	0.4
CC(Oc1ccc(Cl)cc1)C(=O)N[C@@H](C)c1nnc2ccccn12 (stereo partly drawn)	3.4	-0.8	1.3	2.6	12.5	-1.0	6.0	0.6
COc1cccc(-c2nnc(-c3ccccc3NS(=O)(=O)c3ccc(Cl)cc3)o2)c1	4.5	-1.0	15.0	-13.0	0.2	-11.7	-3.9	11.3
COc1ccc(C(O)Cc2nc3ccccc3n2Cc2ccc(Cl)cc2)cc1 (stereo not drawn)	-138.5	2.5	16.3	23.4	19.9	14.0	5.5	1.2
FC(F)(F)c1cnc(-n2cnc(-n3cccc3)n2)c(Cl)c1	3.8	1.8	26.2	-23.0	26.8	10.8	5.7	-4.7
O=C1Cc2ccccc2C(=O)N1Cc1cccc(Cl)c1	-40.2	1.8	88.4*	-73.6	16.7	-58.5	-75.3	0.8
Cc1ccc(NC(=O)CCOc2ccccc2)cc1S(=O)(=O)Nc1ccccc1Cl	-58.8	5.5	14.2	30.4*	39.7*	23.2	6.5	30.4*
